# SIAE inh: inhibitors of human sialic acid acetylesterase SIAE | SIAE FP-Rh probe binding, fluorescence polarization | inhibition, % at 9.66 µM | AID 1053197 | Q9HAT2 | 370,000 tested, 0.69% active;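 active = inhibition above a cutoff: mean of compounds within the control limits plus 3 SD of those, cut at about 17% in these data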;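 also: 0% = plate median of compound wells and 100% = probe without SIAE protein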
# UHRF1 MBD2 ctr: UHRF1 methyl-DNA binding inhibition | inhibition, % at 4.4 µM | UHRF1 binding to methylated oligo, TR-FRET | 370,000 tested, 0.75% active | Q96T88; in the data active = inhibition above about 21%;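 also: UHRF1 SRA domain binding a hemimethylated CpG hairpin DNA probe; 0% = median of test compound wells and 100% = reference inhibitor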
# Tn7 DDE FP: inhibitors of Tn7 peptide binding to human fibrin DD(E). inhibition, % at 8.3 µM. 370,000 tested, 0.13% active. P02675. FP displacement of FITC-Tn7 peptide from fibrin DD(E); 0% = median of compound wells per plate;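 active = inhibition above the mean of compounds falling within the control limits plus 3 SD of them, cut at about 14% in these data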;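 also: 0% = plate median of compound wells and 100% = 10 µM Aha-Tn7 peptide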
# Target sequence (P02675 whole entry, looked up): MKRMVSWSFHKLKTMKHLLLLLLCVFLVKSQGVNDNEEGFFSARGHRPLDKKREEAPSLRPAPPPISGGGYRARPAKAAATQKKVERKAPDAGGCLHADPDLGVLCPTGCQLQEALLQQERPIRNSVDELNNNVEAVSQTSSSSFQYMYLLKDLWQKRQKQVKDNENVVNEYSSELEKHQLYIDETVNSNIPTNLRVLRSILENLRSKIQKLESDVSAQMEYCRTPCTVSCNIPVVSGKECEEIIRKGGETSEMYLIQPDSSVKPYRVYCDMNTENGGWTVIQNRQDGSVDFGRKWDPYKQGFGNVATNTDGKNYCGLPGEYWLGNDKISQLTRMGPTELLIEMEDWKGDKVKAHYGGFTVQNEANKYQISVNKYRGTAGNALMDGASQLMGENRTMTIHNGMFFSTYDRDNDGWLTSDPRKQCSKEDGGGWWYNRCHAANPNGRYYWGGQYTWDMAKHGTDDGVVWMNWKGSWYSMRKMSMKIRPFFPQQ
#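 Assay system: Human fibrin DD(E) protein | Medium: Tris buffer with calcium and detergent, pH 7.8 | Reagent: 0.1 µM fluorescent Tn7 | Compound dosing: Single point at 8.3 µM | Times: 10 min preincubation, 3 h with tracer, room temperature | Detection: Fluorescence polarization of the labelled Tn7 tracer | Controls: Aha-Tn7 high control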
# TDP2 inh: TDP2 (human) inhibition, absorbance primary screen. recombinant TDP2, T5PNP hydrolysis, p-nitrophenol absorbance 415 nm. inhibition, % at 12.8 µM. AID 720702. 370,000 tested, 0.34% active. O95551;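 active = inhibition above the mean of all tested compounds plus 3 SD, set per campaign, cut at about 25% in these data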;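 also: 0% = DMSO with enzyme and 100% = buffer with substrate but no TDP2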
#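 Read-out basis: percent inhibition. System: recombinant human TDP2. Buffer or medium: Mg2+-containing Tris-HCl buffer, pH 7.5. Repeats: single replicate. Timing: reaction 2 h, 37 °C. Benchmarks: high control without enzyme, low control DMSO plus TDP2. Probe or stimulus: 5 mM T5PNP. Doses: 12.8 µM only. Measured by: epi absorbance of p-nitrophenol freed from T5PNP by hydrolysis.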
# DDE Tn6 FP inh: disrupts Tn6 cyclic peptide binding to fibrin D-Dimer-E complex; P02675; Fibrin DD(E) TRITC-Tn6 fluorescence polarization displacement; inhibition, % at 8.3 µM; 370,000 tested, 0.21% active;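 active = inhibition above a per-campaign cutoff: mean of compounds within control limits plus 3 SD, cut at about 15% in these data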;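 also: 0% = median of all compound wells on the plate and 100% = blocking peptide control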
# PRMT1 FP inh: PRMT1 (human) inhibition, primary screen; Q99873; recombinant PRMT1, activity-based probe fluorescence polarization; inhibition, % at 2.79 µM; 370,000 tested, 1.3% active;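 active = inhibition above about 21% made by adding two undisclosed values, limit read from the data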
# Target sequence (Q99873 whole entry, looked up): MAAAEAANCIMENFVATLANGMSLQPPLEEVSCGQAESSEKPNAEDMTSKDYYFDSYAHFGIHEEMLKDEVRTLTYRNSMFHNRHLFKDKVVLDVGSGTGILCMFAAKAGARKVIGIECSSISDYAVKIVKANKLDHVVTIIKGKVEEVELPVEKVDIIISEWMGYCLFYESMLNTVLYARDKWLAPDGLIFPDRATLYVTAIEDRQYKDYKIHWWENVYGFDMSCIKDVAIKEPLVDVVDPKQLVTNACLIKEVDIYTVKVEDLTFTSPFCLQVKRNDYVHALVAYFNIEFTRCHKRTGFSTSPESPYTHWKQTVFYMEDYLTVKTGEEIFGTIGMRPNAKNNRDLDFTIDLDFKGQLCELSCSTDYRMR
# KLK7 zymogen act: activates the human kallikrein-7 zymogen | P49862 | activation, % at 7 µM | purified proKLK7, EDANS-DABCYL substrate fluorescence; 100% is mature enzyme control, 0% vehicle | 370,000 tested, 0.9% active;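 active = activation above the mean of all tested compounds plus 3 SD, computed per campaign excluding outliers beyond control limits, cut at about 13% in these data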
# TCR CD3 inh: blocks the human TCR-CD3 interaction | TAMRA-labeled TCR probe fluorescence, biochemical | inhibition, % at 9.4 µM | 360,000 tested, 0.37% active | AID 651800; in the data active = inhibition above about 19%;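 also: recombinant mutant TCR 2C K166C tagged with TAMRA read by polarization; 0% = receptor in buffer alone and 100% = receptor with positive control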
# LEDGF integ inh: blocks HIV-1 LEDGF/p75-dependent DNA integration; AID 743269; inhibition, % at 3.7 µM; 370,000 tested, 0.64% active; TR-FRET IN-LEDGF/p75 DNA integration, Eu/Cy5;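 active = inhibition above the screen-wide mean plus 3 SD, cut at about 13% in these data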;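 also: signal is the Cy5 over europium emission ratio at 671 and 618 nm; 0% = plate median of compound wells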
# MBD2 DNA inh: MBD2-methylated oligo binding inhibition; Q9UBB5; TR-FRET, MBD2 binding to methylated oligonucleotide; inhibition, % at 4.4 µM; 370,000 tested, 0.31% active; in the data active = inhibition above about 13%
# An asterisk follows results filed as active; · = not tested or not shown.
SIAE inh	UHRF1 MBD2 ctr	Tn7 DDE FP	TDP2 inh	DDE Tn6 FP inh	PRMT1 FP inh	KLK7 zymogen act	TCR CD3 inh	LEDGF integ inh	MBD2 DNA inh	compound
-11	0	-2	2	3	2	-0.1	0	-1	4	O=c1c2nncn2c2cc(C(F)(F)F)ccc2n1CCNc1ncc(C(F)(F)F)cc1Cl
1	5	2	14	1	0	0.1	-3	5	3	CSCCc1nc(SCC(=O)Nc2nnc(C)s2)[nH]c1C
17	-2	11	15	-1	-1	-0.3	0	2	1	CC(C)CCN1CCN(Cc2ccon2)CC1CCO (centres undefined)
-25	-1	3	2	-1	-5	-0.1	2	15*	3	CCc1ccc(O)c(-c2cc(C(=O)Nc3cccnc3)[nH]n2)c1
8	-2	-4	-2	8	-5	2.8	7	-1	-5	CCOC(=O)C1=C(C)NC(C)=C(C(=O)OCC)C1C
-3	-10	3	14	-2	3	-1.5	1	-2	-8	Nc1cc2c(cc1Br)[nH]c(=O)c1ccccc12
-2	-3	-3	3	-3	0	0.3	4	5	0	Cc1cccc(C)c1NC(=O)c1cc(S(=O)(=O)N2CCC3(CC2)OCCO3)ccc1F
-3	1	-2	-8	4	2	0.5	-8	-1	3	Cc1ccc(NC(=O)CN(C)c2ccc(S(=O)(=O)N3CCN(C)CC3)cn2)cc1
-2	2	-7	1	-7	1	0.0	-4	-4	1	COCCN(Cc1cc2cc3c(cc2n2nnnc12)OCO3)C(=O)c1ccccc1F
10	-2	-6	-8	6	-1	-0.7	4	-1	-1	O=C(Nc1nccs1)c1cccc(NC(=O)c2ccco2)c1
0	13	-1	-4	-6	4	-0.1	-4	0	-2	O=C(c1ccccc1)c1ccc(OCC(O)CN2CCCC2)cc1 (centres undefined)
0	-1	-6	-8	5	1	1.1	5	6	1	CCCn1c(=S)[nH]c2ccc(C(F)(F)F)cc21
-6	-1	3	-1	15	1	-0.8	5	-3	-2	Oc1ccc(Br)cc1/C=N/n1c(C2CCCCC2)n[nH]c1=S
-4	-2	8	11	1	-4	0.7	2	0	-8	O=C(Nc1ccccc1C(=O)N1CCCCCC1)c1ccccc1
-4	-2	3	16	0	0	-0.3	2	-1	-4	CC(=O)Nc1ccc(NC(=O)C(C)OC(=O)C2CC3C=CC2C3)cc1 (centres undefined)
3	-2	3	-18	4	2	0.0	2	-8	1	CCCCNC(=O)[C@@H]1CSC2c3ccccc3C(=O)N21 (some centres undefined)
7	0	-3	-8	5	4	0.0	-9	3	7	Cc1cc(-c2n[nH]c(=S)n2-c2ccc(C)c(C)c2)no1
-7	-6	-1	-3	6	3	-0.4	3	-1	-13	O=C(NCCNc1ccccc1[N+](=O)[O-])c1cc(F)c(F)cc1Cl
0	-1	-2	1	6	-3	0.0	0	0	0	COc1cc(-c2nnco2)cc(OC)c1OC
-2	-1	-2	-3	4	-4	-0.8	6	1	6	Cc1ccc(-n2c(=O)[nH]cc(C(=O)N3CCc4ccccc43)c2=O)cc1
4	39*	5	-8	6	-8	-0.6	3	2	-3	CC(=O)NC(Cc1ccccc1C)C(=O)NC1CCN(c2c3c(nc4ncnn24)CCC3)CC1 (centres undefined)
0	1	6	-3	-3	4	0.2	-1	-4	0	N#CCCn1cc(C=O)c(-c2cccs2)n1
-2	2	-4	7	0	2	-0.5	-4	1	-3	CCCn1c(=O)c2c(c3ccccc31)OCC(=O)N2
2	-1	-5	-4	6	2	-0.1	-2	-1	5	COCCn1c(SCC(=O)NCc2ccccc2)nc2ccccc21
2	0	3	0	4	-3	0.1	5	1	-3	COc1cc(C(C(=O)NC2CCCC2)N(C(=O)Cc2cccs2)C2CC2)cc(OC)c1OC (centres undefined)
1	1	-4	5	-15	2	-0.1	-1	-1	7	CCOC(=O)N1CCN(C(=O)CNCc2cccs2)CC1
4	-1	-4	2	2	-4	-0.1	3	-5	-1	C/C(=N/NC(=O)c1ccccn1)c1ccncc1
-3	-1	2	4	5	-1	0.1	1	-2	-4	CCSc1nnc(NC(=O)c2cccs2)s1
-3	2	4	14	3	1	6.0	-4	0	3	N#CC1=C(N)OC2=C(CCc3ccccc32)C1c1ccccc1 (centres undefined)
-16	-1	-8	1	1	10	-20	-3	0	1	Cc1ccc2nsnc2c1NC(=O)c1ccc(-c2cc(Cl)ccc2Cl)o1
3	1	-3	-5	6	-3	0.3	0	3	-4	Nn1c(SCC(=O)Nc2ccccc2)nnc1C1CCCCC1
2	2	1	0	0	0	5.4	8	-2	3	CCCCC1(C)NC(=O)c2c(C)sc(C(=O)OCC)c2N1 (centres undefined)
0	0	7	-3	-2	1	0.1	2	0	-9	O=C(Cn1nnc(-c2ccccc2)n1)NC(=O)NC1CCCC1
-1	8	-5	-10	-5	7	-0.7	-2	0	2	CC(C)CN(C(=O)C1CC1)C1CCS(=O)(=O)C1 (centres undefined)
-1	16	1	2	5	2	0.4	5	-1	2	Cc1cc(=O)[nH]c(N/N=C/c2cccc([N+](=O)[O-])c2)n1
1	4	-6	3	-1	0	0.4	0	0	1	COCC(=O)N/N=C(\C)CC(=O)Nc1ccccc1C(N)=O
-3	-4	-10	-1	4	0	0.1	6	1	2	Cc1c(-c2ccccc2)nc2ccccc2c1C(=O)Nc1ccncc1
-6	12	1	-5	-14	13	-0.5	3	5	8	O=C(O)CCN1CCc2ccccc21
-5	-2	-6	-11	-3	-3	0.0	11	2	1	O=C(N/N=C/c1ccc2cccnc2c1)c1nc2ccccc2c(=O)[nH]1
4	0	0	0	-1	0	0.1	-6	-3	3	Cc1cc(S(=O)(=O)N2CCN(CC(=O)NC(C)(C#N)C3CC3)CC2)ccc1Br (centres undefined)
5	2	-2	5	-4	2	-0.4	-3	-5	5	Cc1noc(C)c1COc1ccccc1C(=O)N1CCN(S(=O)(=O)c2cccc([N+](=O)[O-])c2)CC1
1	1	0	0	13	3	-0.7	·	0	-1	CC(C)CNC(=O)OCc1cn(Cc2cccc(C(F)(F)F)c2)nn1
-3	-1	4	8	5	-1	-1.5	4	-1	2	CCC1CCCCN1CCCNC(=O)CNC(=O)c1nn(-c2ccc(OC)cc2)c(=O)c2ccccc12 (centres undefined)
5	0	-2	-4	6	-3	-0.4	-2	4	-4	CN1CCN(C(CNC(=O)C(=O)Nc2ccc3c(c2)OCO3)c2ccc(F)cc2)CC1 (centres undefined)
5	0	4	-4	3	1	0.6	6	-4	-4	CCC(COC(=O)Nc1cccc(C)c1C)NC(=O)OCC(C)C (centres undefined)
-7	-1	3	-4	-1	4	-0.3	4	1	4	Cc1ccccc1NC(=O)C(C)OC(=O)CCC(=O)N(CC(C)C)c1c(N)n(CC(C)C)c(=O)[nH]c1=O (centres undefined)
4	0	5	3	-5	2	-0.4	-9	-2	0	CC(C)C(C)NC(=O)COC(=O)c1cccc(C(=O)OCC(=O)NC(C)C(C)C)n1 (centres undefined)
5	1	4	11	6	-3	0.6	7	-1	2	Cc1ccccc1C(=O)Nc1ccc(O)cc1C(=O)O
8	3	-7	-4	0	2	0.1	-4	-1	6	Cc1ccc(N2CC(O)Cn3c2nc2c3c(=O)[nH]c(=O)n2C)cc1 (centres undefined)
23*	0	3	4	2	1	-1.9	12	-2	1	COc1ccc(C(=O)Nc2cc(OC)c(NC(=O)Nc3ccccc3)cc2OC)cc1
6	6	-4	1	-10	2	-0.2	-5	0	6	O=C(Nc1ccc(Cl)cc1)Nc1cc(S(=O)(=O)N2CCOCC2)ccc1N1CCCC1
-3	1	-7	-7	2	0	-0.1	3	1	-2	Cc1ccc(C2C(C#N)=C(N)OC3=C2C(=O)CC(C)(C)C3)s1 (centres undefined)
5	3	-3	-10	-7	1	-0.5	2	2	1	[O-][n+]1ccc(C(O)c2ccccc2)cc1 (centres undefined)
-3	3	-5	-13	-9	-4	-0.4	-1	4	4	c1ccc(OCCNc2ccn3nc(-c4cccs4)cc3n2)cc1
-3	0	4	-19	-1	-4	-1.1	-3	2	-5	COCCc1nnc(NC(=O)C23CC4CC(CC(C4)C2)C3)s1
-2	2	7	0	-2	3	-0.5	-2	-4	7	COC1C(C)=C(C)C(=O)N1Cc1ccc(F)cc1 (centres undefined)
-3	-5	6	17	-1	-3	-0.3	-1	1	1	c1ccc(-n2nnnc2-n2cnc3ccccc32)cc1
-50	3	-1	1	-3	8	1.0	-4	3	5	O=C(Cn1c(=O)n(Cc2ccco2)c(=O)c2c3c(sc21)CCCC3)Nc1ccccc1
8	-3	-1	2	6	1	0.5	0	8	-2	CCNS(=O)(=O)c1ccc(NS(C)(=O)=O)cc1
-7	-2	0	3	-6	-3	0.2	0	3	-4	FC(F)(F)c1ccccc1Cc1c(-c2cccc(Br)c2)nc2ccc(Br)cn12

# At a glance, some entries already given.
SIAE inh	UHRF1 MBD2 ctr	Tn7 DDE FP	TDP2 inh	DDE Tn6 FP inh	PRMT1 FP inh	KLK7 zymogen act	TCR CD3 inh	LEDGF integ inh	MBD2 DNA inh	compound
-2	2	-4	7	0	2	-0.5	-4	1	-3	CCCn1c(=O)c2c(c3ccccc31)OCC(=O)N2
2	-1	-5	-4	6	2	-0.1	-2	-1	5	COCCn1c(SCC(=O)NCc2ccccc2)nc2ccccc21
2	0	3	0	4	-3	0.1	5	1	-3	COc1cc(C(C(=O)NC2CCCC2)N(C(=O)Cc2cccs2)C2CC2)cc(OC)c1OC (centres undefined)
1	1	-4	5	-15	2	-0.1	-1	-1	7	CCOC(=O)N1CCN(C(=O)CNCc2cccs2)CC1
4	-1	-4	2	2	-4	-0.1	3	-5	-1	C/C(=N/NC(=O)c1ccccn1)c1ccncc1

# (cont.)
SIAE inh	UHRF1 MBD2 ctr	Tn7 DDE FP	TDP2 inh	DDE Tn6 FP inh	PRMT1 FP inh	KLK7 zymogen act	TCR CD3 inh	LEDGF integ inh	MBD2 DNA inh	compound
3	-5	-5	-3	0	1	0.1	5	5	-11	C=CCSc1nnc2c(n1)-c1cccc3cccc-2c13
-9	1	2	5	-2	8	-0.2	4	0	5	CCCNC(=O)N(C)C[C@H]1Oc2ncc(C#CCc3ccccc3)cc2C(=O)N([C@H](C)CO)C[C@H]1C
-2	-1	6	0	5	1	0.6	3	0	1	O=C(CN1C(=O)/C(=C/c2cccc(Br)c2)SC1=S)N1CCCC1
0	9	1	-3	2	1	-0.2	-7	-2	2	Cn1c(=O)c(C(=O)COc2ccc(F)cc2Cl)c(N)n(Cc2ccccc2)c1=O
-11	4	3	-8	-4	5	0.2	-1	-8	3	Cc1nc2sc(C(=O)Nc3ccccc3Cc3ccccc3)c(C)c2c(=O)[nH]1
4	1	7	2	-2	-7	0.0	8	2	-5	COc1ccc(/C=N/NC(=O)CCN2CCCCC2c2cccnc2)cc1Cn1cc([N+](=O)[O-])cn1 (centres undefined)
